Assay outcomes (PubChem BioAssay)
LGR2 inh – inhibitors of bursicon-induced LGR2 CRE-luciferase signal, primary screen, cell-based, HEK293, CRE-luciferase reporter, bursicon stimulation; Drosophila bursicon receptor LGR2 (rickets); bursicon-stimulated, 4 h; inhibition, % at 9.99 µM; 0.35% of 380,000 active; AID 720647, 2013;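 active = drop in luminescence signal, shown as inhibition above about 50% in the replicate tests, limit read from the data, passing the limit was not always enough; inconclusive = probably only some replicates passing the limit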;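 note: agonist challenge used bursicon conditioned medium at about half maximal strength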
miR122 inh – miR-122 Renilla sensor signal increase in Huh7, primary screen, miR-122 inhibitor project, cell-based, single point, plate reader; activation (reporter increase), % at 12.5 µM; Huh7 miR-122 Renilla luciferase sensor, 48 h; neutral wells = 0, positive control = 100; 0.3% of 340,000 active;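 active = mean replicate activation score at least 90 and every replicate individually at or above 90; inconclusive = only one of the two criteria met; inactive = neither criterion met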;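 note: higher luciferase means less miR-122 activity so hits act as miR-122 inhibitors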
Casp6 inh – human caspase-6 inhibitors, primary screen, biochemical, VEID-R110 fluorescence, single point, set 2; P55212; purified caspase-6, Z-VEID-R110 cleavage fluorescence; inhibition, % at 12.5 µM; 0.53% of 350,000 active; AID 686996, 2013;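 active = mean inhibition across replicates at least about 35%, with every replicate also reaching that limit, limit read from the data; inconclusive = only one of the two criteria met; inactive = neither criterion met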;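 note: 0% = median of neutral control wells and 100% = no fluorescence left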
Target sequence (P55212 24-179 limits assumed): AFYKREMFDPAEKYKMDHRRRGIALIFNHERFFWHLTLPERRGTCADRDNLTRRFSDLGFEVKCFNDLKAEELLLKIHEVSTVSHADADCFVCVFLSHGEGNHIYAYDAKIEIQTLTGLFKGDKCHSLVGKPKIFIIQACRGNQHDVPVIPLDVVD
Target sequence (P55212 194-293 limits assumed): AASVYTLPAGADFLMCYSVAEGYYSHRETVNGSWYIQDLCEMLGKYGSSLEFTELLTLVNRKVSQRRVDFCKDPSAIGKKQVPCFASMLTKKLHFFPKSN
PGC1a acetyl inh – inhibitors of PGC1a acetylation signal, primary screen, cell-based, U2OS, AlphaScreen, inhibitor mode; AlphaScreen anti-acetyl-lysine; with virally co-expressed GCN5 acetyltransferase; inhibition, % at 15.6 µM; 0.17% of 350,000 active;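 active = every replicate shows inhibition of at least 40%; inconclusive = mean inhibition at least 40% but some replicate below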;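 note: 0% = neutral control wells and 100% = positive control wells; some results beyond the cut were filed as inactive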
Cneo AK release – Cryptococcus neoformans cell lysis inducers, primary screen, AK release luminescence, single concentration; C. neoformans lysis, adenylate kinase release luminescence, 4 h; normalised: neutral wells 0, clomiphene wells 100; lysis activity, % at 15 µM; 0.2% of 360,000 active; AID 651654, 2012;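 active = mean lysis activity across replicates of at least 80%, whatever share of replicates individually reach that level; inactive = mean lysis activity below 80%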
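Test system: log-phase Cryptococcus neoformans yeast cells; Quantity: yeast cell density of 5 × 10^6 cells/mL; Buffer or medium: YPD; Doses: single compound concentration per well; Timing: 4 h at 37 °C static, read 1 h later; Measured by: AK luminescence; Read-out basis: lysis from increased AK signal; Control set: Clomiphene as positive control.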
PAX8 reporter – inhibitors of PAX8-driven TPO luciferase reporter, primary screen, RMG-I cells, single concentration; inhibition, % at 12.6 µM; SteadyGlo, 24 h; 1.2% of 360,000 active;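 active = mean replicate inhibition at least 60% with every replicate also reaching 60%; inconclusive = only one of the two criteria is met; inactive = mean below 60% and not all replicates reaching 60%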;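 note: luciferase light reporting Pax8 driven TPO promoter activity; plate controls were median of neutral control wells for no effect and mitoxantrone controls for full effect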
FN deposit inh – inhibitors of fibronectin matrix deposition, primary screen, AH1F cells, Alexa488-fibronectin fluorescence, plate reader. 0.086% of 350,000 active. AH1F fibroblasts, overnight. inhibition, % at 12.6 µM;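 active = mean inhibition across replicates of 30% or more, regardless of how many single replicates reach that level; inconclusive = mean under 30% yet at least half of replicates reach 30%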;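 note: positive control wells lacked labelled fibronectin entirely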
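test system = AH1F fibroblasts assembling fluorescent fibronectin matrix | quantity = 10000 AH1F cells per well | buffer or medium = DMEM plus 2% serum, read in PBS | doses = single dose, pinned | incubation = 1 h cell attachment, overnight exposure to compound and label | detection = fluorescence at 485 nm excitation, 525 nm emission | read-out basis = inhibition from reduced deposited-fibronectin fluorescence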
EWS-Fli inh – EWS/Fli-driven NR0B1 reporter inhibitors, primary screen, A673 cells, NR0B1 luciferase, luminescence, MLPCN library; inhibition, % at 12.6 µM; 0.67% of 350,000 active; viability-normalised;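 active = mean inhibition of at least 50% after viability correction, with every replicate also passing that limit; inconclusive = mean reaches 50% but only one of two replicates passes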;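 note: firefly luciferase signal divided by Alamar Blue viability fluorescence both relative to DMSO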
Numbers without * were called inactive; ? = inconclusive; . = no result given; [ ] = another dose, or the depositor's remark.

SMILES	LGR2 inh	miR122 inh	Casp6 inh	PGC1a acetyl inh	Cneo AK release	PAX8 reporter	FN deposit inh	EWS-Fli inh
C[C@@H]1CN([C@H](C)CO)C(=O)c2cc(C#CCc3ccccc3)cnc2O[C@H]1CN(C)C(=O)C1CCC1	20	2[16.7 µM]	3	-1	-2	-7	.	23
CCN(CC)C(=O)CN(c1ccc(C)cc1)S(=O)(=O)c1ccc(SC)cc1	.	10	.	-19	1	.	-3	.
Cc1cc(OC(=O)c2ccccc2Br)cc(=O)n1C	?	1	.	7	-1	.	.	.
Cc1ccc(-c2ccc([C@@H]3[C@@H](CO)N4C(=O)CN(C(=O)CN5CCOCC5)C[C@H]34)cc2)cc1	-13	.	1	0	.	30	.	7
C[C@H]1CN([C@@H](C)CO)S(=O)(=O)c2ccc(C3=CCCC3)cc2O[C@@H]1CN(C)C(=O)C1CCC1	15	9[16.7 µM]	5	0	0	.	.	14
O=C(CSc1nc2c(c(=O)[nH]1)CCC2)Nc1ccc(F)cc1	9	.	-2	.	0	-2	2	-2
CCOC(=O)Cn1c(-c2ccccc2)ccc(C#N)c1=O	-1	1	-3	15	-19	2	.	-11
CC(NC(=O)C1CCCN1C(=O)OC(C)(C)C)C(=O)OCc1ccccc1 (configuration not stated)	-4	.	-2	.	.	-14	-6	4
CO[C@H](CN(C)C(=O)c1ccc2c(c1)OCO2)[C@H](C)CN([C@H](C)CO)S(=O)(=O)c1ccc(C)cc1	-12	.	-2	5	-5	.	-1	-7
Cc1ccc(-c2nc3cccnc3s2)cc1NC(=O)c1ccco1	-52	-1	-3	-11	-5	.	.	-68
COc1ccc(OC)c(S(=O)(=O)N2CCC(C(=O)NC3CCCC3)CC2)c1	-9	8	0	.	.	12	7	-2
Cn1cc(C(=O)C(=O)N2CCc3ccccc32)c2ccccc21	6	.	-1	11	1	-12	.	.
Cc1ccc(Cn2c(C)c3cnn(CC(=O)NC4CCCC4)c(=O)c3c2C)cc1	-22	-7	-1	-5	-2	-83	8	-40
CN(C)S(=O)(=O)n1cc(/C=C(\NC(=O)c2ccccc2)C(=O)N2CCCCC2)c2ccccc21	-15	-14	-1	.	0	1	-6	1
C[C@@H]1CN([C@H](C)CO)C(=O)c2cc(NC(=O)CCC(F)(F)F)ccc2O[C@@H]1CN(C)C(=O)Nc1ccc2c(c1)OCO2	-25	2[16.7 µM]	0	4	-5	-6	.	-5
COc1ccc(CN(CC(=O)NCCC(C)C)C(=O)CCC(=O)Nc2nccs2)cc1	4	.	4	.	0	-12	1	3
Cc1ccc(NC(=O)COC(=O)c2cc(=O)c3ccccc3o2)cc1F	23	.	-2	.	1	-4	1	-2
O=C(C[n+]1ccn(-c2ccccc2)c1)c1ccc([N+](=O)[O-])cc1	8	-5	-10	-4	-1	-1	7	15
Cc1cccc(C(=O)NCN2CCN(c3ccccc3C#N)CC2)c1	3	0	.	10	1	-15	-1	-9
CCOc1ccccc1NC(=S)N1CCC(NC(=O)C(C)(C)C)CC1	-5	8	1	4	.	-22	-14	12
O=C(CCCn1c(=O)oc2ccccc21)N1CCc2ccccc2C1	.	1	.	6	2	-2	6	.
Clc1ccc(-c2cc(CN3CCCCC3)no2)cc1Cl	-57	4	-1	.	2	-12	0	-68
Nc1ncc(Br)cc1S(=O)(=O)NCCC(=O)NCc1ccc(F)cc1	10	8	2	-7	2	-18	17	.
COc1cccc(-c2coc3c(C)c4oc(=O)c(CCC(=O)O)c(C)c4cc23)c1	8	-4	8	1	-1	16	-3	3

Sorted by the number under miR122 inh (ascending): three from the list above.
mol	LGR2 inh	miR122 inh	Casp6 inh	PGC1a acetyl inh
Cc1cccc(C(=O)NCN2CCN(c3ccccc3C#N)CC2)c1	3	0	.	10
Clc1ccc(-c2cc(CN3CCCCC3)no2)cc1Cl	-57	4	-1	.
CCOc1ccccc1NC(=S)N1CCC(NC(=O)C(C)(C)C)CC1	-5	8	1	4

The list goes on.
SMILES	LGR2 inh	miR122 inh	Casp6 inh	PGC1a acetyl inh	Cneo AK release	PAX8 reporter	FN deposit inh	EWS-Fli inh
C[C@@H]1CN([C@@H](C)CO)C(=O)c2cccc(NC(=O)c3ccc(-c4nccs4)cc3)c2O[C@@H]1CN(C)S(C)(=O)=O	-1	-2[16.7 µM]	-1	2	-1	.	.	-4
Cc1ccc(C)c(C(=O)COC(=O)c2ccccc2N2C(=O)C3C4CCC(C4)C3C2=O)c1 (configuration not stated)	.	-1	.	-4	-2	.	6	.
COc1ccc(CCC(=O)NCc2cccc(C(F)(F)F)c2)cc1	-1	6	5	-3	-1	0	5	9
COc1ccc(OC)c(/C=C/C(=O)OCC(=O)N2CCCC2)c1	-12	-4	-3	5	-1	5	0	1
COC(=O)[C@H]1[C@H](CO)[C@H]2Cn3c(ccc(-c4ccncc4)c3=O)[C@H]2N1Cc1cccc(F)c1	6	7[16.7 µM]	2	.	0	20	.	17
O=C(/C(=N\O)n1cncn1)c1ccc(Cl)cc1Cl	-16	.	0	4	.	-8	-3	7
Cc1ccc(-c2ccc3c(c2)O[C@@H](CN(C)S(C)(=O)=O)[C@H](C)CN([C@@H](C)CO)S3(=O)=O)cc1	18	7[16.7 µM]	0	-6	-11	.	3	1
O=C(CSc1ccccc1)Nc1cccc(S(=O)(=O)N2CCCC2)c1	-11	-1	.	-4	-1	0	-10	.
O=C(NCCN1C(=O)S/C(=C\c2ccccc2F)C1=O)C1CCN(S(=O)(=O)c2cccs2)CC1	-15	-3	-1	9	6	3	-4	5
CC(C)(C)c1ccc(CC(=O)N2CCC2(C)C(=O)Nc2cccc3cccnc23)cc1 (configuration not stated)	23	-2	0	-7	-9	7	-5	1
O=C(CCS(=O)(=O)c1ccccc1)Nc1ccc(N2CCOCC2)cc1	-28	.	4	-2	.	-3	-3	0
NS(=O)(=O)c1ccc(CCNC(=O)COC(=O)Cc2c(F)cccc2Cl)cc1	1	.	5	.	-1	0	3	3
CC(=O)c1ccc(NCC(=O)N2CCN(S(=O)(=O)c3ccccc3)CC2)cc1	-17	-11	3	2	0	0	-15	2
CCNC(=O)C[C@H]1CC[C@@H]2[C@H](COc3ccc(NS(C)(=O)=O)cc3C(=O)N2C)O1	3	17[16.7 µM]	3	1	4	3	4	-181
O=C(NCc1ccc2c(c1)OCO2)C1CCCN(S(=O)(=O)c2cccs2)C1 (configuration not stated)	.	3	1	-4	-1	-2	29	9
COC(=O)c1sc(NC(=O)c2cccc([N+](=O)[O-])c2)c(C(N)=O)c1C	-11	0	.	4	-3	7	2	.
Cc1ccc(C(NC(=O)/C=C\c2ccc3c(c2)OCO3)C(=O)Nc2ccc3c(c2)OCO3)cc1 (configuration not stated)	-2	-11	.	.	-2	1	-2	.
CC(C)NC(=O)COc1ccc(S(=O)(=O)N2CCCC2)cc1	6	.	-1	.	-7	-6	-2	0
O=C(N/C(=C/c1cccnc1)C(=O)N1CCOCC1)c1ccccc1Br	-24	.	0	.	.	18	.	-3
Cn1c(=O)c2sccc2n2c(CCCC(=O)NCc3cccnc3)nnc12	11	-11	-2	12	-1	-7	6	1
Cc1ccccc1-c1nc(CS(=O)(=O)CC(=O)N2CCc3ccccc3C2)c(C)o1	22	-7	11	3	3	16	-1	11
CCN(Cc1nc(-c2ccccc2)no1)C(=O)c1ccc2c(c1)OCO2	-1	.	1	.	1	-8	-10	-3
C=CCOc1ccc(/C=C/C(=O)OCC(=O)NCCCc2ccccc2)cc1	-1	3	-3	-7	-2	-12	5	6
COC(=O)/C(=C/c1ccco1)NC(=O)c1ccco1	7	.	1	.	.	12	-1	-7
Cc1ccc(S(=O)(=O)C(C)C(=O)NCCS(=O)(=O)c2ccc(Cl)cc2)cc1 (configuration not stated)	-11	.	1	.	.	14	4	-11
COC(=O)c1cc(NC(=O)CC2CCCC2)cc(C(=O)OC)c1	15	-2	-16	-5	4	-1	4	-3
Cc1nc(-c2ccc(Cl)cc2)sc1C1(C)CC(c2ccc(Br)cc2)=NO1 (configuration not stated)	-17	-3	.	2	0	-18	-7	-22
C[C@H]1CN([C@@H](C)CO)C(=O)c2cc(NS(C)(=O)=O)ccc2O[C@H]1CN(C)C(=O)Nc1ccc2c(c1)OCO2	32	6[16.7 µM]	12	2	1	.	.	-4
COc1cc(SC)ccc1C(=O)Nc1nc2ccccc2[nH]1	105*	-4	2	.	-3	114*	-5	94*
C[C@H]1CN([C@@H](C)CO)C(=O)c2cccc(NS(=O)(=O)c3cn(C)cn3)c2O[C@H]1CN(C)S(=O)(=O)c1ccc(F)cc1	12	14[16.7 µM]	2	8	0	.	1	-9
CC1(C(=O)NCc2ccccc2)CN(S(C)(=O)=O)CC(=O)N1CCc1ccccc1 (configuration not stated)	-11	.	0	.	.	-6	9	-3
CCCCCc1ccc(-c2cn(CCc3c[nH]c4ccccc34)nn2)cc1	-2	.	-1	.	1	-25	-23	39
COC(=O)C1=C(C)N(CCCC(=O)O)C(=O)NC1c1ccc(-c2ccccc2)cc1 (configuration not stated)	-13	-3	-1	-2	0	-21	7	4

Reprinted at random: 7 entries already listed.
SMILES	LGR2 inh	miR122 inh	Casp6 inh	PGC1a acetyl inh	Cneo AK release	PAX8 reporter	FN deposit inh	EWS-Fli inh
C[C@H]1CN([C@@H](C)CO)C(=O)c2cc(NS(C)(=O)=O)ccc2O[C@H]1CN(C)C(=O)Nc1ccc2c(c1)OCO2	32	6[16.7 µM]	12	2	1	.	.	-4
CC1(C(=O)NCc2ccccc2)CN(S(C)(=O)=O)CC(=O)N1CCc1ccccc1 (configuration not stated)	-11	.	0	.	.	-6	9	-3
COc1cc(SC)ccc1C(=O)Nc1nc2ccccc2[nH]1	105*	-4	2	.	-3	114*	-5	94*
COC(=O)c1cc(NC(=O)CC2CCCC2)cc(C(=O)OC)c1	15	-2	-16	-5	4	-1	4	-3
Cc1ccc(S(=O)(=O)C(C)C(=O)NCCS(=O)(=O)c2ccc(Cl)cc2)cc1 (configuration not stated)	-11	.	1	.	.	14	4	-11
C[C@H]1CN([C@@H](C)CO)C(=O)c2cccc(NS(=O)(=O)c3cn(C)cn3)c2O[C@H]1CN(C)S(=O)(=O)c1ccc(F)cc1	12	14[16.7 µM]	2	8	0	.	1	-9
COC(=O)C1=C(C)N(CCCC(=O)O)C(=O)NC1c1ccc(-c2ccccc2)cc1 (configuration not stated)	-13	-3	-1	-2	0	-21	7	4
